High-throughput results: PubChem BioAssay, The Scripps Research Institute Molecular Screening Center
DAX1 inh-1 – blocks DAX1 repression of SF-1 activated StAR promoter | HEK293T StAR-luciferase reporter, SF-1/DAX-1 repression relief | inhibition, % at 6.8 µM | 1.1% of 370,000 active | AID 652010;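 active means inhibition above the mean over all tested compounds plus 3 SD, cut at about 3.6% in these data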;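 further: 0% = DAX-1 cells with DMSO and 100% = cells lacking DAX-1 with DMSO; higher inhibition means more luminescence from relief of DAX-1 repression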
hgDAF12 agonist – activates the H. glycines DAF-12 receptor ligand-binding domain | activation, % at 6.8 µM | 1.8% of 370,000 active | AID 687014 | HEK293 GAL4-hgDAF12 UAS-luciferase reporter, agonist luminescence; normalized to butyrate control;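 active means activation above a cutoff set at the mean of all screened compounds plus 3 SD, cut at about 10% in these data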;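 further: 0% = DMSO wells and 100% = sodium butyrate wells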
sPLA2-III inh – Inhibits HGIII-sPLA2 liposome hydrolysis, primary screen. Q9NZ20. QFRET BODIPY PC-A2 liposome hydrolysis, fluorescence. inhibition, % at 12.2 µM. 0.56% of 370,000 active. AID 743126;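 active means inhibition above mean plus 3 SD of compounds lying within the high and low control bounds, cut at about 19% in these data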;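 further: 0% = median of test compound wells and 100% = no enzyme DMSO wells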
ADAM10 inh – ADAM10 inhibition, QFRET primary screen. AID 720582. 0.62% of 370,000 active. inhibition, % at 7 µM. recombinant ADAM10, EDANS/DABCYL FRET peptide cleavage, 3 h;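 active means inhibition above a per-campaign cutoff equal to the mean of compounds falling between control-based bounds plus 3 SD, cut at about 20% in these data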;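 further: 0% = DMSO wells while the 100% control is not disclosed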
ADAM17 inh – inhibitors of human ADAM17. P78536. recombinant ADAM17, EDANS/DABCYL FRET peptide cleavage. inhibition, % at 6.95 µM. 0.83% of 370,000 active. AID 720648;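 active means inhibition above the mean of compounds lying between control limits plus 3 SD, set per campaign, cut at about 8.5% in these data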;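 further: 0% = DMSO-only wells as the low control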
PLC-beta3 inh – inhibitors of human phospholipase C beta3 | Purified PLC-beta3, fluorogenic substrate, fluorescence | Q01970 | 0.18% of 370,000 active | inhibition, % at 12.2 µM; in the data active means inhibition above about 11%;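 further: 0% = median of compound wells on plate and 100% = full blocker control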
Target sequence (Q01970 whole entry, looked up): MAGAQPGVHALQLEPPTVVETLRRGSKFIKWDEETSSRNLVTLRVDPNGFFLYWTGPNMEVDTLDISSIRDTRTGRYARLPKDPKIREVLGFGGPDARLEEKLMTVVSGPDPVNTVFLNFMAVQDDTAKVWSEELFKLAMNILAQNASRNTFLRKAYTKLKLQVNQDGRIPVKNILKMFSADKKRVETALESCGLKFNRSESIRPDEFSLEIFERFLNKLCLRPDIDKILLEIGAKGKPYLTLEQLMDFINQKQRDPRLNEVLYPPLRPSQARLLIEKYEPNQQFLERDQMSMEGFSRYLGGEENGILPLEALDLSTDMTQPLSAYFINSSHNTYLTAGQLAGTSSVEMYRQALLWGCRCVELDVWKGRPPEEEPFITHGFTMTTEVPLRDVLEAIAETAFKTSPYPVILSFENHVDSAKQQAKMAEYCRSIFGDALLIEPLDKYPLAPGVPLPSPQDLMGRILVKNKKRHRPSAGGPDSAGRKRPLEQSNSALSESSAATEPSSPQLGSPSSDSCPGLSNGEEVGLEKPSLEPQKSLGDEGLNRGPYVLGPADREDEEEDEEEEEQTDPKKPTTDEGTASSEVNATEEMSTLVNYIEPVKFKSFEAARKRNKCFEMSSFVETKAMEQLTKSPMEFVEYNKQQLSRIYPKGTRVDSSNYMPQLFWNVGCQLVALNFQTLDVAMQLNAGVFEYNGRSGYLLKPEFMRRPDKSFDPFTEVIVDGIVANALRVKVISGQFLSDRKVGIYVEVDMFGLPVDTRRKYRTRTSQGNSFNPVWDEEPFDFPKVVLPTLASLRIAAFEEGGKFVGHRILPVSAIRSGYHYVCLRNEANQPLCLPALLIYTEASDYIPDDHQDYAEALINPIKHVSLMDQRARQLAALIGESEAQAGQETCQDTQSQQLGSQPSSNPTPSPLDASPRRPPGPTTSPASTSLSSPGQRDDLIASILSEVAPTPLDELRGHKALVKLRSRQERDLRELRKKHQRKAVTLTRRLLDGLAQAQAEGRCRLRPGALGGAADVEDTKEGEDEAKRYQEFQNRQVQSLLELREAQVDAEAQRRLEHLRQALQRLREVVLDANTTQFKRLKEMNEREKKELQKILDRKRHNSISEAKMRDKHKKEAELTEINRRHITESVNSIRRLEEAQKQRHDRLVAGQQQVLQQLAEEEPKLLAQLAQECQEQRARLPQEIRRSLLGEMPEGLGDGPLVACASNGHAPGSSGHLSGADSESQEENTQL
PLC-gamma1 inh – blocks human PLC-gamma1 enzyme activity; inhibition, % at 12.2 µM; 0.84% of 370,000 active; purified PLC-gamma1, fluorogenic substrate, fluorescence; P19174; AID 720700; in the data active means inhibition above about 9.5%
ssDAF-12 act – activates DAF-12 receptor from parasite S. stercoralis; HEK293 ssDAF-12/GRIP1 lit1-tk-luc reporter, luminescence; % of 3 µM dafachronic acid response; activation, % at 6.8 µM; 1% of 370,000 active; AID 652126;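 active means activation above the mean over all tested compounds plus 3 SD, cut at about 0.9% in these data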;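 further: 0% = DMSO-only wells and 100% = 3 µM delta7-dafachronic acid wells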
DAX1 inh-2 – inhibits human nuclear receptor DAX1; HEK293 Gal4-DAX1 luciferase reporter, luminescence; 0.99% of 340,000 active; inhibition, % at 6.75 µM; AID 504766; P51843;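 active means inhibition above the mean over all tested compounds plus 3 SD, cut at about 4.2% in these data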;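 further: 0% = DAX1-transfected cells with DMSO and 100% = empty-vector control cells with DMSO; inhibition shows as a rise in luminescence from relieved DAX1 repression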
hcDAF-12 act – H. contortus DAF-12 activation, primary screen. HEK293 hcDAF-12 lit1-tk-luc reporter, luminescence; 0% DMSO, 100% Δ7-dafachronic acid. 1.4% of 370,000 active. AID 652067. activation, % at 6.8 µM;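 active means activation above the mean of all tested compounds plus 3 SD, cut at about 5.5% in these data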;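 further: 100% = response to 3 µM Δ7-dafachronic acid high control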
FXN GAA850 act – activators of GAA850 frataxin (FXN) promoter; AID 540364; activation, % at 6 µM; HEK293 lucGAA850 FXN promoter luciferase reporter, 24 h; percent of 10 µM SAHA response; 0.56% of 360,000 active;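 active means activation above the average of all compounds screened plus 3 SD, cutoff fixed separately per campaign, cut at about 7.5% in these data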;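 further: 0% = DMSO wells and 100% = 10 µM SAHA wells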
Active calls of the source: *; i = inactive; x = not tested or not shown.

SMILES	DAX1 inh-1	hgDAF12 agonist	sPLA2-III inh	ADAM10 inh	ADAM17 inh	PLC-beta3 inh	PLC-gamma1 inh	ssDAF-12 act	DAX1 inh-2	hcDAF-12 act	FXN GAA850 act
CN(C)CCNC(=O)c1cccc(-c2cc(NC=O)c3ncc(-c4cccc(C(F)(F)F)c4)n3c2)c1	0.3	2.6	-8	-16	-6	-24	-23	-0.7	x	-1.5	-1.2
CCN(CC(=O)Nc1c(F)cccc1F)C(=O)CCSc1ccc(F)cc1	-0.8	1.4	-1	1	-1	-3	4	-1.5	0.7	0.2	2.3
CC1(C)CC(=O)C=C(NCC(=O)O)C1	-0.1	1.8	1	-7	-6	-7	-5	-1.5	0.2	-0.7	2.0
CCCCCN(C(=O)CCC(=O)OCC(=O)c1cccc(OC)c1)c1c(N)n(CCCC)c(=O)[nH]c1=O	-0.2	-0.8	-17	-4	-2	-7	0	-1.1	1.1	-1.4	1.8
CC1=C(C)[N+](=O)C2(O)CCCCC2(C)N1[O-] (stereo unspecified)	-0.1	-0.1	10	8	-2	1	3	-0.8	3.0	-0.8	-0.2
COc1ccc(CCC(=O)Nc2cc(S(=O)(=O)N3CCCCC3)ccc2N(C)C)cc1	-0.8	-0.9	6	-5	-4	-11	5	-1.0	0.8	-2.0	0.1
Cc1ccccc1OCCC(=O)Nc1cccc(S(=O)(=O)Nc2ccccc2Cl)c1	0.9	4.7	-61	18	6	2	-1	-2.1	1.0	0.2	-1.4
O=C(Oc1ccc(/C=N/NC(=O)c2ccco2)cc1)c1ccccc1	1.8	6.1	-4	7	-1	3	10*	-0.3	-0.4	1.7	4.7
COC(=O)Cn1cc(/C=C/[N+](=O)[O-])c2ccccc21	-1.2	-4.6	-5	3	-2	-6	-2	-1.1	2.2	1.5	1.0
CN(C)c1nc(SCc2ccccc2)nc(N2CCOCC2)n1	0.1	-1.7	1	3	3	3	3	-1.5	-0.5	-1.1	3.0
CC(=O)C1=C(O)C(=O)N(c2ccc(Br)cc2)C1c1cccc(F)c1 (stereo unspecified)	-0.2	0.3	7	-16	-5	-59	-45	-1.0	0.9	-0.2	0.5
Cc1[nH]n(C(N)=S)c(=O)c1N=Nc1ccc2ccccc2c1	2.8	13*	-9	-4	0	-3	-2	1.3*	1.0	15*	7.2
O=C(NNC(=O)C1CCCCC1)c1ccncc1	0.0	-0.5	-8	-2	-2	-4	-1	-1.4	0.5	-1.6	0.9
CN(c1ccccc1)S(=O)(=O)c1ccc(C(=O)NNC(=O)c2ccccc2)cc1	-0.2	0.1	-13	-8	-6	-5	0	-0.9	0.1	0.1	-0.8
NC(=O)CCc1c[nH]c2ccccc12	0.9	1.3	0	-1	-3	-4	-1	-0.7	-0.2	-0.1	1.6
CC(=O)N1CCN(C(=O)c2cc(C)oc2C)CC1	1.1	-0.6	9	-17	-4	-9	1	-1.1	0.4	-0.9	2.1
CC(C)C[C@H](NC(=O)[C@H](Cc1ccccc1)n1c(=O)[nH]c2ccccc2c1=O)C(=O)N1CCC[C@H]1C(=O)O	0.2	-2.1	-5	-13	-4	5	2	-1.4	0.9	0.5	-0.1
Cc1ncc(/C=C2\C(=O)Nc3ccccc32)[nH]1	0.1	2.2	-6	4	2	-19	-10	-2.2	x	-2.1	x
Cc1ccccc1Cn1nnc(-c2ccc(F)cc2)n1	-0.2	1.1	-1	-2	-4	0	1	-0.9	0.9	1.7	1.1
Cc1ccc(-c2cc(=O)[nH]c3ccccc23)cc1	-0.6	0.0	-2	-14	-8	-11	-7	-1.2	-0.6	-1.0	2.0

Whole records, quoted from the list. Order of screens: DAX1 inh-1 | hgDAF12 agonist | sPLA2-III inh | ADAM10 inh | ADAM17 inh | PLC-beta3 inh | PLC-gamma1 inh | ssDAF-12 act | DAX1 inh-2 | hcDAF-12 act | FXN GAA850 act
Cc1ccc(-c2cc(=O)[nH]c3ccccc23)cc1 reads -0.6 | 0.0 | -2 | -14 | -8 | -11 | -7 | -1.2 | -0.6 | -1.0 | 2.0
Cc1ccccc1Cn1nnc(-c2ccc(F)cc2)n1 reads -0.2 | 1.1 | -1 | -2 | -4 | 0 | 1 | -0.9 | 0.9 | 1.7 | 1.1

Following part:
SMILES	DAX1 inh-1	hgDAF12 agonist	sPLA2-III inh	ADAM10 inh	ADAM17 inh	PLC-beta3 inh	PLC-gamma1 inh	ssDAF-12 act	DAX1 inh-2	hcDAF-12 act	FXN GAA850 act
COc1ccccc1C1CCN(Cc2ccc(Cl)cc2Cl)CC1	0.2	1.7	2	-1	-1	-6	6	-1.1	1.5	-0.5	-0.7
Nc1[nH]ncc1N=Nc1ccc(Cl)cc1	1.1	5.8	-13	8	2	5	5	-0.4	0.9	1.9	0.6
COc1ccc(NC(=O)CSc2nc3ccccc3c(=O)n2CCNC(C)=O)cc1	-0.6	-4.1	10	-5	-8	1	0	-1.7	0.0	-2.2	0.0
O=C(CCN1CCOCC1)Nc1ccccc1	-0.1	0.6	-7	-1	-1	2	-1	-1.1	-0.7	-0.1	-1.2
CC#CCN1C=C(C(=O)OCC)C(C)N(Cc2ccc(Br)cc2)S1(=O)=O (stereo unspecified)	-0.8	0.6	-8	-13	-2	0	-1	-1.1	0.1	-1.3	-2.1
CCOc1ccccc1NC(=O)NC1(C(=O)NCc2cccnc2)CCCCC1	0.2	-1.7	12	-8	-6	-5	0	-0.8	2.2	-1.2	0.0
CC(=O)c1cccn1S(=O)(=O)c1ccccc1	0.0	-0.1	-1	-3	1	-1	4	-1.2	0.5	0.0	-0.8
NS(=O)(=O)c1ccc(NC(=O)COC(=O)c2ccc([N+](=O)[O-])s2)cc1	0.0	-1.5	-1	7	0	-1	6	0.1	0.9	0.5	1.1
Cc1ccc(-n2nnnc2SCC(=O)N2CCCCC2)cc1	0.7	4.5	0	2	3	2	1	-1.3	-1.5	0.3	1.5
COc1ccc(S(=O)(=O)N2CCN(C(=O)c3oc4ccccc4c3C)CC2)cc1	-2.1	-3.0	-13	15	0	-5	2	-0.6	-0.1	0.4	-0.2
COc1cccc(C2c3c(oc4ccccc4c3=O)C(=O)N2Cc2ccco2)c1 (stereo unspecified)	1.1	-3.2	0	-8	-5	-8	0	-0.5	1.3	-1.7	2.0
O=c1oc2cc(O)ccc2cc1-c1ccc(F)cc1	0.3	6.0	-9	i	i	i	i	-1.0	-0.5	-0.5	2.8
Cc1ccc(C2CC(=O)NC(SCC(=O)OCc3ccccc3)=C2C#N)o1 (stereo unspecified)	-0.1	-0.3	-9	-13	-4	-42	-37	-1.0	-0.6	-1.8	0.8
CNC(=O)COc1ccc(S(=O)(=O)N2CCCC2)cc1	-0.1	1.5	-3	2	-2	-4	-1	-1.4	-0.3	-0.5	1.0
CCC(C)NC(=O)Cc1c(OC)ccc2cc(Br)ccc12 (stereo unspecified)	0.2	0.8	8	1	-3	-7	-2	-0.9	1.8	-1.2	0.1
O=C(Oc1ccc2c3c(c(=O)oc2c1)CCCC3)c1cccs1	-0.8	1.4	-2	i	-263	-316	-288	-1.6	-1.5	-0.6	2.0
C[C@H](O)Cc1cc2ccccc2c(=O)o1	0.4	2.0	2	-23	-1	6	2	-0.7	-0.7	-0.5	-0.9
Cn1c(SCC(=O)N2CCCC2=O)nnc1-c1ccccc1F	1.2	2.3	4	-3	-5	-8	0	-0.1	0.4	-1.4	1.6
COc1ccccc1-c1ccc(NC2CCCC2)nn1	0.5	7.2	3	-13	-7	-2	-3	-0.9	0.3	0.1	1.6
Cn1cnnc1Sc1ccc(/C=C(\CCC(=O)O)c2nc3ccccc3s2)cc1[N+](=O)[O-]	0.1	4.4	-9	7	-2	-2	4	-1.0	0.0	-0.8	0.1
COc1ccccc1NC(=O)Nc1nc(CC(=O)NC2CCCC2)cs1	-0.8	0.0	-4	-9	-2	2	6	-1.3	-0.6	-0.9	2.0
CCOC(=O)c1cccc(NC(=S)NCc2ccc(C)cc2)c1	-0.4	-4.1	-10	-2	2	2	-1	-1.6	-1.6	-0.1	-0.6
O=C(Nc1ccc(N2CCOCC2)c(Cl)c1)c1c(F)c(F)c(F)c(F)c1F	0.3	4.1	-2	2	-3	0	-1	-0.7	1.3	0.4	-1.0
O=C(O)CCNC(=O)COc1ccc2c3c(c(=O)oc2c1)CCCC3	-0.2	1.6	2	-195	-97	-35	-24	-0.8	-0.3	-0.2	-2.0
Cc1cc(C(=O)CSc2nnc(-c3cccnc3)n2-c2ccccc2)c(C)n1CC1CCCO1 (stereo unspecified)	0.8	3.6	5	-8	-3	-3	0	-1.2	0.3	-0.3	5.7
CC(=O)c1cc2c(cc1NC(=O)CCc1c(C)nc3ncnn3c1C)OCO2	-0.3	0.8	1	-74	-16	-61	-41	-0.5	0.1	-1.0	0.9
C=CCOc1ccc(/C=N/Nc2ccccn2)cc1OC	5.3*	14*	-18	-14	-3	-14	-9	-1.1	1.6	0.8	7.2
CSc1nnc(-c2cccn(Cc3cccc(Cl)c3)c2=O)o1	-0.4	1.4	2	i	-216	-116	-75	-1.8	-1.3	-0.5	-1.8
O=C(NCCOc1ccccc1)c1cccc(S(=O)(=O)N2CCN(Cc3ccccc3)CC2)c1	-1.6	1.7	-22	24*	7	5	4	-1.2	-0.7	-0.3	-0.1
Cc1ccccc1CC(=O)c1ccc(O)c(C)c1O	-0.8	0.9	-8	7	6	-9	-8	-1.6	-1.0	-2.1	1.0
O=C(NCCCn1ccnc1)/C(=C\c1cccnc1)NC(=O)c1ccccc1F	-0.2	0.3	4	-2	-3	-3	1	-1.5	0.7	0.6	-0.5
CC(C)n1c(NCc2ccc(N(C)C)cc2)nc2ccccc21	0.6	-0.2	7	-6	2	5	1	-1.3	0.8	0.5	-1.1
Cc1nc(SC(C(=O)c2ccccc2)c2ccccc2)nc2ccccc12 (stereo unspecified)	-0.3	-1.2	6	9	2	0	1	-1.0	-0.2	1.9	4.0
CCN1CCN(CCC(=O)Nc2cc(OC)ccc2OC)CC1	-1.3	0.0	6	-3	2	-6	0	-0.8	-0.8	-1.4	0.5
COC(=O)c1cc(NS(=O)(=O)c2ccc(OC)c(OC)c2)ccc1Cl	-0.6	-2.0	-4	-2	1	-5	-1	-1.1	-0.1	-0.8	0.1
COc1ccc(CC(=O)N/N=C(\C)c2cccnc2)cc1	-0.1	2.5	0	-5	-2	-4	-4	-0.6	-0.2	0.0	-1.0
Cc1cc(/C=N/n2cnnc2)c(C)n1-c1ccc2c(c1)OCO2	-1.3	2.1	2	-3	-6	-4	-4	-1.4	0.9	-1.5	5.2
CCOC(=O)C1=C(C)N=C2SC(C(=O)OC)=CC(=O)N2C1c1cc(OC)c(OC)c(OC)c1 (stereo unspecified)	0.1	2.8	3	-8	-5	2	-3	-1.5	-1.3	0.3	0.8
COc1ccc(CCN2C(=O)CC(N3CCN(S(=O)(=O)c4ccccc4)CC3)C2=O)cc1 (stereo unspecified)	-0.5	-1.3	-3	6	0	3	6	-1.2	-2.0	-1.1	-4.0
Cc1ccc(-c2cc(C(F)F)n3ncc(C(=O)NCc4ccco4)c3n2)cc1	0.8	-1.0	0	-25	-11	-86	-74	-1.5	0.7	-0.1	1.9

Rows are unselected; any-hit rate near 6.9%.
